# Screening results (PubChem BioAssay)
# BioA inh – inhibitors of Mycobacterium tuberculosis BioA enzyme. purified M. tuberculosis BioA enzyme, plate reader. inhibition, % at 9.99 µM. hit rate 0.096% among 360,000. AID 602481; in the data active means inhibition above about 40%
# TcdB inh – inhibitors of Clostridioides difficile toxin B glycohydrolase | TcdB glycohydrolase enzymatic assay, plate reader | inhibition, % at 9.99 µM | hit rate 0.24% among 350,000; in the data active means inhibition above about 10%
# Target sequence (P18177 whole entry, looked up): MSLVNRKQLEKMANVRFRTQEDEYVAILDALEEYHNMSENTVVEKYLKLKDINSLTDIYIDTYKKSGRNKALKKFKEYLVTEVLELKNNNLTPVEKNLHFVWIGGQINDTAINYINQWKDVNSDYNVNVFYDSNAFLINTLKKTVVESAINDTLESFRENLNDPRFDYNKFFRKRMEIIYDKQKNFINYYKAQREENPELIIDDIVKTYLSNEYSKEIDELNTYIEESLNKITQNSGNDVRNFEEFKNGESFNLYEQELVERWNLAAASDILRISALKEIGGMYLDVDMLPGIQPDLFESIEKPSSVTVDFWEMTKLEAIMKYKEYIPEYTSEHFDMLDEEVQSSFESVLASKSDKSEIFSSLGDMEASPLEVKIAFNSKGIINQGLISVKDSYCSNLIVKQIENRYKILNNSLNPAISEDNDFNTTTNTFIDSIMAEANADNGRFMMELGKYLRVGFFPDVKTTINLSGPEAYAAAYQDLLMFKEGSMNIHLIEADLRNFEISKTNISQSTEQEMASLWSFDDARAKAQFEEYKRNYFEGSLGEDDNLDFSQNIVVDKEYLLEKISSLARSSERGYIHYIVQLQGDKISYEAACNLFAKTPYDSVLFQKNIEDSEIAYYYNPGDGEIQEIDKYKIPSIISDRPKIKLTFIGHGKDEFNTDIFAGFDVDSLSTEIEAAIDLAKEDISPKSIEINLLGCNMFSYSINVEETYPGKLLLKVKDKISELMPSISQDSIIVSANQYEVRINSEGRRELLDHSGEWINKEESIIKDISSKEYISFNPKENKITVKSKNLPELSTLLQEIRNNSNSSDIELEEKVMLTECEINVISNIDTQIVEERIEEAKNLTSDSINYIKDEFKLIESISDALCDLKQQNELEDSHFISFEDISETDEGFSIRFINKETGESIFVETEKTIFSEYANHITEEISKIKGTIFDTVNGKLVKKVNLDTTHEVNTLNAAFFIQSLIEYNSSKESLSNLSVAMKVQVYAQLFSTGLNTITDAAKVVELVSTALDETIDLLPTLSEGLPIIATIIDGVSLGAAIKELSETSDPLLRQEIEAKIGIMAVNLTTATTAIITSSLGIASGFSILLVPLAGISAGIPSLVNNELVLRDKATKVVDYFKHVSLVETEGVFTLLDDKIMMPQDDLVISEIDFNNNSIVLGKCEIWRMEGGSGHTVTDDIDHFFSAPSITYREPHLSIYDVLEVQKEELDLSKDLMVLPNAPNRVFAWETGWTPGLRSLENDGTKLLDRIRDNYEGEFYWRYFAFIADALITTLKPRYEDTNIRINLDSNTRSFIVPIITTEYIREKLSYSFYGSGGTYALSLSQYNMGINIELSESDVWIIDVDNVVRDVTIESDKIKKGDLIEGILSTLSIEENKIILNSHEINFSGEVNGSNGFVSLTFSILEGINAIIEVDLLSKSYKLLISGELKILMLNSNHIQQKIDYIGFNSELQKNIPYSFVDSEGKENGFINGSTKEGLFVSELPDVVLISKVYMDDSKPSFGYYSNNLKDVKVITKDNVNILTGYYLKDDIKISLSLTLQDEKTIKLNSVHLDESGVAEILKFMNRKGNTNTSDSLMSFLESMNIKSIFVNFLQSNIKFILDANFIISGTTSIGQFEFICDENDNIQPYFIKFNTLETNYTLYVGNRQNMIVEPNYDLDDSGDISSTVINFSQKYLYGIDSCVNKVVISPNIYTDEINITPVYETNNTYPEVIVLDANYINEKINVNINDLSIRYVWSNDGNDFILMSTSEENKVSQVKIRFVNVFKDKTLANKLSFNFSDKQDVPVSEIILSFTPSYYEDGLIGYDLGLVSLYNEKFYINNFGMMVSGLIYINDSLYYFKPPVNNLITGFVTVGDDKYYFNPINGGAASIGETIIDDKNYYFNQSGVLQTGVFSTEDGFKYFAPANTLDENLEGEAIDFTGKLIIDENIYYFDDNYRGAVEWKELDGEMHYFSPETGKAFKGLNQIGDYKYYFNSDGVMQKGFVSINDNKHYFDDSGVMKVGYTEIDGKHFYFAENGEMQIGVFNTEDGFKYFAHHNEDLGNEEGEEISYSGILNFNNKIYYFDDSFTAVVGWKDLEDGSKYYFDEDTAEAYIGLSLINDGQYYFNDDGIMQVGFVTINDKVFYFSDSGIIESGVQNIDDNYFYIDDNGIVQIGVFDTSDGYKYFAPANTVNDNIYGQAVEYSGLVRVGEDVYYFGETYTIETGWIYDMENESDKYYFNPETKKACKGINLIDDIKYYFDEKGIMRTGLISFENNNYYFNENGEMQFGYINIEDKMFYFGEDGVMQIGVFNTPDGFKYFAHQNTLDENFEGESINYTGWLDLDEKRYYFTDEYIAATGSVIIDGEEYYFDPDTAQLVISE
# Starred values were filed as active, the others as inactive. An excerpt, so the mix of outcomes need not match the whole.
SMILES,BioA inh,TcdB inh
CCCNC(=O)Nc1ccc2c(c1)C(=O)N(C)C[C@@H](OC)[C@@H](C)CN(CCC)[C@H](C)CO2,-0.7,0.0
C[C@@H]1CN([C@H](C)CO)C(=O)c2cc(-c3ccccc3F)cnc2O[C@H]1CN(C)C(=O)C1CCCCC1,4.0,0.6
CC=Cc1ccc2n(c1=O)C[C@@H]1[C@@H](CO)[C@H](C(=O)N3CCOCC3)[C@H]2N1CC1CC1 (mixture of isomers),1.0,0.8
CN1C(=O)c2cc(NC(=O)Cc3ccccc3)ccc2OC[C@H]2O[C@H](CC(=O)NC3CCC3)CC[C@H]21,6.7,0.8
C[C@@H]1CN([C@@H](C)CO)C(=O)c2cc(NC(=O)CCN3CCOCC3)ccc2O[C@H]1CN(C)S(=O)(=O)c1cn(C)cn1,-1.6,-0.9
CCCNC(=O)N(C)C[C@@H]1Oc2ncc(C#CC3CC3)cc2C(=O)N([C@H](C)CO)C[C@@H]1C,1.7,-0.7
COc1ccccc1NC(=O)N1CCCCN2[C@H](C1)[C@@H](c1ccc(-c3cccc(C)c3)cc1)[C@@H]2CO,-4.0,0.7
C[C@H](CO)N1C[C@H](C)[C@H](CN(C)C(=O)NC2CCCCC2)Oc2ccc(NC(=O)c3ccncc3)cc2C1=O,-3.0,-0.7
C[C@@H]1CN([C@@H](C)CO)C(=O)c2cc(NC(=O)C3CCCCC3)ccc2O[C@@H]1CN(C)C(=O)Nc1ccc(C(F)(F)F)cc1,-1.0,-0.7
C[C@@H]1CN([C@H](C)CO)S(=O)(=O)c2ccc(C#CCC3CCCC3)cc2O[C@@H]1CN(C)C(=O)c1ccccn1,0.4,0.4
C[C@@H]1CCCCO[C@@H](CN(C)Cc2ccc(Cl)c(Cl)c2)[C@@H](C)CN([C@@H](C)CO)C(=O)c2cc(NC(=O)NC3CCCCC3)ccc2O1,-2.7,0.1
COc1ccc(S(=O)(=O)Nc2ccc3c(c2)CC(=O)N([C@H](C)CO)C[C@H](C)[C@H](CN(C)CC2CCCCC2)O3)cc1,4.2,0.3
C[C@H](CO)N1C[C@H](C)[C@H](CN(C)CC2CCCCC2)Oc2ccc(NC(=O)Nc3ccccc3)cc2CC1=O,18,1.2
O=C(C[C@H]1C[C@@H]2c3cc(NC(=O)Nc4ccccc4F)ccc3O[C@@H]2[C@H](CO)O1)NCCc1ccccc1,10,-0.4
Cc1noc(C)c1S(=O)(=O)Nc1ccc2c(c1)CC(=O)N([C@H](C)CO)C[C@H](C)[C@@H](CN(C)Cc1ccccc1)O2,1.4,0.8
C[C@@H]1CN([C@@H](C)CO)C(=O)Cc2cc(NS(=O)(=O)c3ccc(F)cc3)ccc2O[C@@H]1CN(C)S(C)(=O)=O,-4.2,-0.7
C[C@@H]1CN([C@@H](C)CO)C(=O)c2cc(C3=CCCCC3)cnc2O[C@@H]1CN(C)C(=O)Cc1ccccc1,-0.2,2.5
C[C@@H]1CN([C@@H](C)CO)C(=O)c2cc(NS(C)(=O)=O)ccc2O[C@@H]1CN(C)Cc1ccccc1,-1.7,0.2
C[C@H]1CN([C@@H](C)CO)C(=O)Cc2cc(NC(=O)CCC(F)(F)F)ccc2O[C@@H]1CN(C)S(C)(=O)=O,-1.9,0.5
O=C(c1ccccc1)N1C[C@@H]2[C@H](c3ccccc31)[C@H](CO)N2Cc1cc(F)ccc1F,-1.4,0.8
COc1ccc(CNC(=O)C[C@@H]2CC[C@H]3[C@H](COc4ccc(NC(C)=O)cc4C(=O)N3C)O2)cc1,3.9,-1.7
C[C@@H]1CN([C@H](C)CO)C(=O)c2cc(C#CCN(C)C)cnc2O[C@H]1CN(C)Cc1ccc(C(=O)O)cc1,-7.3,-9.0
Cc1ccc(S(=O)(=O)N(C)C[C@@H]2Oc3ccc(NS(=O)(=O)c4ccccc4)cc3CC(=O)N([C@H](C)CO)C[C@H]2C)cc1,-0.9,1.0
C[C@@H]1CN([C@H](C)CO)C(=O)c2cc(-c3ccccc3)cnc2O[C@@H]1CN(C)CC1CC1,4.4,0.1
C[C@H](CO)N1C[C@H](C)[C@H](CN(C)C)Oc2cc(-c3ccc(C(=O)N(C)C)cc3)ccc2S1(=O)=O,23,0.8
Cn1cnc(S(=O)(=O)N2C[C@H](O)COC[C@H]3O[C@@H](CC(=O)N4CCN(c5ccccc5)CC4)CC[C@@H]32)c1,-2.8,-0.6
O=C(CN1CCOCC1)NCC[C@@H]1CC[C@H](NS(=O)(=O)c2ccc(F)cc2)[C@H](CO)O1,-0.8,-3.0
COc1ccc(CNC(=O)C[C@H]2C[C@H]3c4cc(NC(=O)C5CCC5)ccc4O[C@H]3[C@@H](CO)O2)cc1,-1.5,-1.5
COc1ccc(S(=O)(=O)N(C)C[C@H]2Oc3cc(C#CC4CCCCC4)ccc3S(=O)(=O)N([C@@H](C)CO)C[C@@H]2C)cc1,-3.0,-2.4
CC(C)NC(=O)Nc1ccc2c(c1)CC(=O)N([C@H](C)CO)C[C@@H](C)[C@H](CN(C)Cc1ccc3c(c1)OCO3)O2,0.8,-3.2
C[C@H]1CN([C@@H](C)CO)C(=O)c2cc(C3=CCCC3)cnc2O[C@H]1CN(C)C(=O)Nc1cccc(F)c1,5.5,0.5
CC=Cc1ccc2n(c1=O)C[C@@H]1[C@@H](CO)[C@H](C(=O)N[C@@H](C)c3ccccc3)[C@H]2N1Cc1cncnc1 (mixture of isomers),-1.3,0.8
CCC(=O)N1[C@@H]2CN(C(=O)c3ccccc3F)c3ccccc3[C@@H]2[C@@H]1CO,-4.0,0.3
C[C@H](CO)N1C[C@H](C)[C@H](CN(C)CC2CCCCC2)OCCCC[C@H](C)Oc2ccc(NC(=O)c3ccccc3)cc2C1=O,0.1,-2.7
C[C@H]1CN([C@@H](C)CO)C(=O)c2cc(-c3cccnc3)cnc2O[C@H]1CN(C)C(=O)C1CCOCC1,-1.7,-1.2
CO[C@@H]1CN(C)C(=O)c2ccc(NC(=O)Nc3ccccc3)cc2OC[C@H](C)N(C(C)=O)C[C@H]1C,0.5,0.7
CN1CCN(C(=O)C[C@H]2CC[C@H](NC(=O)c3ccc4c(c3)OCO4)[C@H](CO)O2)CC1,-0.5,-1.2
CCCC#Cc1ccc2c(c1)O[C@@H](CN(C)Cc1ccc3c(c1)OCO3)[C@@H](C)CN([C@H](C)CO)S2(=O)=O,-0.8,-12
CC(C)NC(=O)Nc1ccc2c(c1)CC(=O)N([C@H](C)CO)C[C@H](C)[C@@H](CN(C)Cc1ccc(C(F)(F)F)cc1)O2,10,0.0
C[C@H](CO)N1C[C@H](C)[C@H](CN(C)C(=O)Nc2ccc3c(c2)OCO3)Oc2ccc(NC(=O)Cc3ccccc3)cc2CC1=O,0.4,0.7

# 9 successive records out of the list so far, quoted:
SMILES,BioA inh,TcdB inh
CCCNC(=O)Nc1ccc2c(c1)C(=O)N(C)C[C@@H](OC)[C@@H](C)CN(CCC)[C@H](C)CO2,-0.7,0.0
C[C@@H]1CN([C@H](C)CO)C(=O)c2cc(-c3ccccc3F)cnc2O[C@H]1CN(C)C(=O)C1CCCCC1,4.0,0.6
CC=Cc1ccc2n(c1=O)C[C@@H]1[C@@H](CO)[C@H](C(=O)N3CCOCC3)[C@H]2N1CC1CC1 (mixture of isomers),1.0,0.8
CN1C(=O)c2cc(NC(=O)Cc3ccccc3)ccc2OC[C@H]2O[C@H](CC(=O)NC3CCC3)CC[C@H]21,6.7,0.8
C[C@@H]1CN([C@@H](C)CO)C(=O)c2cc(NC(=O)CCN3CCOCC3)ccc2O[C@H]1CN(C)S(=O)(=O)c1cn(C)cn1,-1.6,-0.9
CCCNC(=O)N(C)C[C@@H]1Oc2ncc(C#CC3CC3)cc2C(=O)N([C@H](C)CO)C[C@@H]1C,1.7,-0.7
COc1ccccc1NC(=O)N1CCCCN2[C@H](C1)[C@@H](c1ccc(-c3cccc(C)c3)cc1)[C@@H]2CO,-4.0,0.7
C[C@H](CO)N1C[C@H](C)[C@H](CN(C)C(=O)NC2CCCCC2)Oc2ccc(NC(=O)c3ccncc3)cc2C1=O,-3.0,-0.7
C[C@@H]1CN([C@@H](C)CO)C(=O)c2cc(NC(=O)C3CCCCC3)ccc2O[C@@H]1CN(C)C(=O)Nc1ccc(C(F)(F)F)cc1,-1.0,-0.7

# Other results
SMILES,BioA inh,TcdB inh
CNC[C@H]1Oc2ccc(NS(=O)(=O)c3ccc(F)cc3)cc2CC(=O)N([C@H](C)CO)C[C@H]1C,-4.9,-8.1
C[C@H]1CN([C@@H](C)CO)C(=O)c2cc(NC(=O)C3CCCCC3)ccc2O[C@@H]1CN(C)C(=O)Nc1cccc2ccccc12,-2.4,0.2
N#C[C@@H]1[C@H](c2ccccc2)[C@@H](CO)N1C(=O)CN1CCOCC1,1.5,-1.2
CNC[C@H]1Oc2ccc(NC(=O)Nc3ccc(C(F)(F)F)cc3)cc2C(=O)N([C@H](C)CO)C[C@H]1C,-1.1,0.3
CN(C)C(=O)C[C@@H]1CC[C@@H](NC(=O)C2CC2)[C@@H](CO)O1,-1.4,1.1
COC(=O)[C@@H]1[C@@H](CO)[C@@H]2Cn3c(ccc(-c4cccc(C(=O)N(C)C)c4)c3=O)[C@@H]2N1CC1CC1,-1.7,0.5
C[C@H]1CN([C@@H](C)CO)S(=O)(=O)c2ccc(C#CCC3CCCC3)cc2O[C@H]1CN(C)C,14,1.4
COc1ccc(S(=O)(=O)N(C)C[C@@H]2Oc3ccc(NS(C)(=O)=O)cc3C(=O)N([C@H](C)CO)C[C@H]2C)cc1,0.5,-2.2
CO[C@H]1CN(C)C(=O)c2cc(NC(=O)c3ccccc3)ccc2OC[C@H](C)N(C(C)=O)C[C@@H]1C,-0.3,-0.8
COc1ccc(S(=O)(=O)N(C)C[C@H]2OCCCC[C@@H](C)Oc3ccc(NS(=O)(=O)c4c(C)noc4C)cc3C(=O)N([C@@H](C)CO)C[C@@H]2C)cc1,-0.3,0.0
CO[C@H]1CN(C)C(=O)c2cc(NC(=O)Nc3ccccc3F)ccc2OC[C@@H](C)N(C)C[C@@H]1C,-0.8,0.5
CCNC(=O)[C@@H]1[C@@H](CO)[C@@H]2Cn3c(ccc(-c4ccccc4)c3=O)[C@H]1N2Cc1cccnc1,-0.6,-1.0
COc1ccc(S(=O)(=O)Nc2cccc3c2O[C@H](CN(C)C(=O)NC2CCCCC2)[C@@H](C)CN([C@@H](C)CO)C3=O)cc1,-2.5,0.0
CN(C)C(=O)C[C@@H]1C[C@H]2c3cc(NS(=O)(=O)c4ccccc4)ccc3O[C@H]2[C@H](CO)O1,1.0,-0.5
O=C(C[C@H]1C[C@H]2c3cc(NS(=O)(=O)c4ccc(F)cc4)ccc3O[C@H]2[C@@H](CO)O1)NC1CCCC1,-3.3,-0.5
C[C@H]1CCCCO[C@H](CN(C)C(=O)C2CCCCC2)[C@@H](C)CN([C@@H](C)CO)C(=O)c2cc(NS(=O)(=O)c3ccc(F)cc3)ccc2O1,1.5,-0.2
N#C[C@@H]1[C@H](c2ccccc2)[C@H](CO)N1C(=O)Cc1ccccn1,-0.8,-0.8
CC(C)CC#Cc1ccc2c(c1)O[C@@H](CN(C)C(=O)c1ccncc1)[C@H](C)CN([C@H](C)CO)S2(=O)=O,0.4,0.0
C[C@@H]1CCCCO[C@H](CN(C)C(=O)Nc2cccc3ccccc23)[C@H](C)CN([C@@H](C)CO)C(=O)c2cc(NC(=O)NC3CCCCC3)ccc2O1,-0.4,0.6
C[C@H](CO)N1C[C@H](C)[C@H](CN(C)S(=O)(=O)c2cn(C)cn2)Oc2cc(C#Cc3cccc(F)c3)ccc2S1(=O)=O,3.7,1.7

# Single entries from the entries so far:
# Entry for `COc1ccc(S(=O)(=O)N(C)C[C@@H]2Oc3ccc(NS(C)(=O)=O)cc3C(=O)N([C@H](C)CO)C[C@H]2C)cc1` under TcdB inh: -2.2
# Entry for `CN(C)C(=O)C[C@@H]1CC[C@@H](NC(=O)C2CC2)[C@@H](CO)O1` under BioA inh: -1.4

# The results go on:
SMILES,BioA inh,TcdB inh
Cc1noc(C)c1S(=O)(=O)N(C)C[C@@H]1OCCCC[C@H](C)Oc2ccc(N(C)C)cc2C(=O)N([C@@H](C)CO)C[C@H]1C,-0.7,-6.0
C[C@@H]1CN([C@@H](C)CO)C(=O)c2cc(C#CC3(O)CCCC3)cnc2O[C@@H]1CN(C)C(=O)Nc1ccc2c(c1)OCO2,5.1,-0.7
O=C(C[C@@H]1CC[C@H](NC(=O)c2ccncc2)[C@H](CO)O1)NCCc1ccncc1,-3.5,0.2
C[C@@H]1CN([C@H](C)CO)C(=O)c2cc(NC(=O)Nc3ccccc3)ccc2O[C@@H](C)CCCCO[C@H]1CN(C)Cc1ccc2c(c1)OCO2,0.7,-0.3
O=C(c1ccc2c(c1)OCO2)N1CCCCN2[C@H](C1)[C@@H](c1ccc(-c3ccccc3)cc1)[C@@H]2CO,5.8,-0.6
COc1ccc(-c2ccc([C@H]3[C@H](CO)N4CCCCN(CC5CCOCC5)C[C@@H]34)cc2)cc1,0.8,0.2
CCCNC(=O)N[C@@H]1CC[C@@H](CCn2cc(C3CCCCC3)nn2)O[C@H]1CO,2.2,-3.5
C[C@@H]1CN([C@@H](C)CO)C(=O)c2cc(NC(=O)Nc3ccc4c(c3)OCO4)ccc2O[C@H]1CN(C)C(=O)Nc1ccc(C(F)(F)F)cc1,0.6,-0.6
O=C(Nc1ccccc1Cl)N1C[C@@H]2[C@H](c3ccccc31)[C@@H](CO)N2C(=O)c1cccnc1,-3.3,-0.7
COc1cccc(C(=O)N2C[C@@H]3[C@H](c4ccccc42)[C@@H](CO)N3C(=O)c2cccc(F)c2)c1,-0.9,0.6
O=C(Nc1ccc(F)cc1)N1CCCCN2[C@H](C1)[C@H](c1ccc(-c3ccccc3F)cc1)[C@@H]2CO,-3.3,-0.6
O=C(C[C@H]1CC[C@@H]2[C@H](COC[C@@H](O)CN2Cc2ccc3c(c2)OCO3)O1)Nc1ccc(-c2ccccc2)cc1,-0.4,-1.2
C[C@@H]1CN([C@H](C)CO)S(=O)(=O)c2ccc(-c3cccc(C#N)c3)cc2O[C@H]1CN(C)C(=O)C1CC1,3.8,0.5
CC(=O)N[C@H]1[C@H](O/N=[N+](\[O-])N2CCCC2)OC(CO)[C@@H](O)[C@@H]1O (some centres undefined),-1.6,0.2
